PhoP inhibition – inhibitors of PhoP regulon expression, primary screen, Salmonella Typhimurium, GFP reporter (AID 1863) | S. Typhimurium PhoP-regulated promoter GFP reporter, 4 h; higher % means a stronger effect | one-dose inhibition, % at 50 µM; IC50 in µM for titrated hits | 0.16% of 300,000 active;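 active = inhibition over 29.93%, a cutoff 3 SD above the screen mean, later confirmed by dose response; inconclusive = inhibition over 29.93% but no dose response follow-up; inactive = inhibition at most 29.93% or unconfirmed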;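 also: 0% = low Mg2+ inducing control and 100% = high Mg2+ repressing control; strong numbers were not always called active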
SIAH1 antagonists – Siah-1 peptide-binding antagonists, primary screen, biochemical, fluorescence polarization, rhodamine-plectin, uHTS (AID 1817); E3 ubiquitin-protein ligase SIAH1 (Homo sapiens); Siah-1 / rhodamine-plectin peptide fluorescence polarization; higher % means a stronger effect; 0.02% of 290,000 active; one-dose displacement, % at 20 µM; IC50 in µM for titrated hits;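 active = displacement of at least 50% at 20 µM, with a fluorescence ratio check between 0.3 and a set limit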;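 also: plate controls were Siah plus tracer with DMSO for no effect and tracer alone without Siah for full effect; strong numbers were not always called active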
West Nile virus CPE – West Nile virus antiviral activity, cell-based, CPE readout (AID 1621). West Nile virus-infected cells, CPE inhibition; higher % means a stronger effect. one-dose CPE inhibition, % at 10 µM; IC50 in µM for titrated hits. 0.02% of 290,000 active; in the data active = a potency from the dose series; inconclusive = CPE inhibition mostly from about 3.7% at the one dose, without a potency; inactive = the rest, 99 in 100 with CPE inhibition below about 2.2%; also: strong numbers were not always called active
* hit, by the source's call; ? = inconclusive. A portion of the library, so the mix of outcomes need not match the whole.

SMILES	PhoP inhibition	SIAH1 antagonists	West Nile virus CPE
CC(C)C1N(C(=O)N2CCOCC2)CCN1S(=O)(=O)c1ccccc1 (stereo not given)	2%	13%	0.0%
C=CCNC(=O)c1ccc(CN(c2ccc(OCC)cc2)S(=O)(=O)c2ccc(C)cc2)cc1	0%	-1%	0.4%
Cc1cccc(NC(=O)Nc2c(C)n(C)n(-c3ccccc3)c2=O)c1	-3%	-4%	-0.9%
C=CCN(C(=O)CCc1ccccc1OC)c1nc(-c2ccc(S(C)(=O)=O)cc2)cs1	-1%	-3%	1.6%
O=C(Cc1ccccc1)Nc1ccc(C(=O)NCc2ccccc2)cc1	-4%	0%	-0.3%
CC(=O)C1=C(O)C(=O)N(c2ccc(Br)cc2)C1c1ccc([N+](=O)[O-])cc1 (stereo not given)	2%	4%	0.3%
CN(Cc1ccc(F)cc1)C(=O)c1cc(COc2ccc(-n3cncn3)cc2)on1	8%	8%	-1.1%
CCN1C(=O)C(=O)N(Cc2ccc(OC)c(F)c2)C1=O	1%	3%	0.2%
COc1cccc(-c2cccc(NC(=O)C3CCN(Cc4ccc(CO)o4)CC3)c2)c1	4%	0%	-0.2%
COc1cccc(NC(=S)NC(=O)/C=C/c2ccc(F)cc2)c1	-5%	1%	-0.9%
COc1ccc(Cl)cc1NC(=S)N1CCCCCC1	-1%	-2%	0.0%
OC(CN1CCCCC1)Cn1c2ccccc2c2cc(Br)ccc21 (stereo not given)	16%	-6%	?
Oc1ccccc1C(=S)N1CCN(C(=S)c2ccccc2O)CC1	11%	-5%	-0.3%
CCN(CC)CCNC(=O)c1cc(-c2cccnc2)nc2ccc(S(=O)(=O)N3CCC(C)CC3)cc12	1%	12%	-1.0%
COc1ccc(OCCSc2ncc(CO)n2C)cc1	11%	3%	1.1%
COc1ccccc1N(CC(=O)NC1CCCCC1)S(=O)(=O)c1ccccc1	-8%	0%	-0.4%
COc1ccc(C)cc1NC(=S)N1CCOCC1	-1%	0%	-0.1%
O=C(N/N=C/c1cccnc1)c1cccc(NC(=O)c2ccc(Cl)cc2)c1	8%	23%	0.7%
Cc1cccc(-n2c(SC(C)C(=O)O)nc3sc4c(c3c2=O)CCCC4)c1 (stereo not given)	-8%	0%	0.4%
CCC1(C)Cc2ccccc2-c2nc(SC)[nH]c(=O)c21 (stereo not given)	-6%	2%	-0.4%
COc1ccc(F)c(CN2CCCC(CO)(Cc3cccc(Cl)c3)C2)c1 (stereo not given)	-1%	11%	-0.1%
CN(CC(=O)Nc1ccc(Cl)c(C(F)(F)F)c1)C(=O)c1cccnc1Sc1ccccc1	-1%	2%	-0.3%
CCc1nc2oc3ccccc3c(=O)c2cc1C(=O)OC	0%	2%	0.3%
O=C(CCC(F)(F)F)N1CCC(CO)(CCc2ccccc2)CC1	0%	5%	-0.6%
COc1ccc(C2(c3ccc(OC)cc3)NC(=O)N(CC(=O)Nc3ccc(OC)c(OC)c3)C2=O)cc1	0%	0%	-0.7%

Some entries already given, showing only West Nile virus CPE.
Structure,West Nile virus CPE
COc1cccc(-c2cccc(NC(=O)C3CCN(Cc4ccc(CO)o4)CC3)c2)c1,-0.2%
CN(CC(=O)Nc1ccc(Cl)c(C(F)(F)F)c1)C(=O)c1cccnc1Sc1ccccc1,-0.3%

Later entries.
SMILES	PhoP inhibition	SIAH1 antagonists	West Nile virus CPE
Cc1cc(C(=O)N2CCCC(Nc3ccc(F)cc3)C2)n(C)n1 (stereo not given)	-8%	-1%	0.2%
COc1cc(OC)c(NS(=O)(=O)c2c(C(=O)N3CCCCC3)c(C)n(C)c2C)cc1Cl	-2%	4%	-0.3%
Cc1ccc2c(c1)cc1c(=O)n(CC(=O)NCCN3CCCC3)nc(C)n12	-6%	-1%	-0.2%
CCn1c(SCC(=O)Nc2ccc(C(C)=O)cc2)nc2c([nH]c3ccccc32)c1=O	-7%	-2%	?
CCOc1ccc(/C=C2\SC(=S)N(CC(=O)NCCCN3CCOCC3)C2=O)cc1	-4%	1%	-0.6%
CC(=O)c1ccc(NC(=O)c2ccc(C)c(S(=O)(=O)N3CCOCC3)c2)cc1	-1%	3%	-0.4%
COc1cccc(CNC(=O)CCNS(=O)(=O)c2ccc(Br)s2)c1	7%	0%	-0.2%
CCn1c(CC(=O)Nc2ccccc2F)nnc1SCC(=O)Nc1nncs1	-5%	0%	-0.2%
CC(C)(C)NC(=S)N1CCC(C(=O)c2ccc(F)cc2)CC1	-4%	-2%	-0.3%
COc1cccc(C(=O)Nc2cccc3ccccc23)c1OC	3%	14%	-0.9%
O=C(O)c1ccc(Cn2cnc3cccnc32)cc1	2%	13%	-0.7%
COc1ccc(NC2CCCN(C(=O)CCN3CCCC3=O)C2)cc1OC (stereo not given)	6%	14%	-0.4%
O=C(COc1ccccc1Cl)NNC(=O)c1cc(S(=O)(=O)N2CCOCC2)ccc1N1CCCC1	-1%	1%	-0.1%
Cc1cccc(C)c1OCC(=O)N(Cc1ccc(Cl)cc1)C1CCS(=O)(=O)C1 (stereo not given)	-3%	5%	-0.6%
Cc1cc(CN2CCC(N3CCC(C(=O)NC4CC4)CC3)CC2)cc(C)c1O	4%	1%	0.1%
O=C(C1CC1)N1N=C(c2ccccc2)CC1(O)C(F)(F)C(F)(F)F (stereo not given)	-1%	3%	-0.2%
O=C(CSc1nnc(NC(=O)C2CC2)s1)Nc1ccccc1	2%	2%	0.2%
CCOc1ccc(C(=O)Nc2nnc(S(=O)(=O)N(C)Cc3ccco3)s2)cc1	6%	0%	-0.2%
O=C(Nc1ccccc1N1CCCCC1)c1ccc(OC(F)F)cc1	3%	-1%	-0.9%
CC(C)CC(=O)Nc1cc2c3c(c1)C(C)C(=O)N3CCC2 (stereo not given)	-7%	2%	-0.4%
O=C(O)Cc1ccc2c(c1)N(S(=O)(=O)c1cccs1)CC(C(=O)O)O2 (stereo not given)	-10%	3%	-0.3%
CN(C)c1ccc(NC(=O)CCN2C(=O)c3cccc([N+](=O)[O-])c3C2=O)cc1	-3%	14%	0.4%
Cc1ccc(-c2nc(CS(=O)(=O)CC(=O)NCCCN3CCOCC3)c(C)o2)cc1	-5%	2%	-0.5%
CC1=C([N+](=O)[O-])C(c2ccccc2Cl)NC(=O)N1 (stereo not given)	2%	4%	-0.3%
Cc1c(C(=O)N(C)C2CC(C)(C)NC(C)(C)C2)oc2c(F)cccc12	5%	10%	-0.6%

(listing goes on)
SMILES	PhoP inhibition	SIAH1 antagonists	West Nile virus CPE
COC(=O)C(c1ccccc1)C(C(=O)OC)c1ccccc1 (stereo not given)	-7%	-1%	-0.1%
O=C(NCCNC(=O)c1cc(F)cc(F)c1)c1cc(F)cc(F)c1	-8%	3%	-0.1%
O=C(Cc1c(F)cccc1Cl)N/N=C/c1cccs1	-2%	0%	-0.3%
COc1ccc([C@@H]2[C@@H]3C(=O)N(C(C)(C)C)C(=O)[C@@H]3[C@]3(Cc4ccc(Cl)cc4)C(=O)N(c4cccc(Br)c4)C(=O)N23)cc1	-4%	1%	-1.0%
CCS(=O)(=O)N1Cc2ccccc2CC1C(=O)NCCc1c[nH]c2ccccc12 (stereo not given)	1%	1%	0.5%
COCCNC(=O)c1cccc(OC2CCN(Cc3ccccc3OC(F)F)CC2)c1	-3%	-4%	-1.0%
COc1cccc(C(=O)Nc2nnc(CCS(=O)(=O)c3ccc(C)cc3)s2)c1	-19%	1%	0.1%
Cc1ccccc1OC(C)C(=O)N1CCN(c2ccccn2)CC1 (stereo not given)	-1%	5%	-0.1%
CCCNC(=O)CSc1n[nH]c(=O)n1CCc1ccccc1	2%	-2%	-0.8%
CCN1CCN(CCNC(=O)c2ccc3c(c2)NC(=O)/C(=C\c2ccc(OC)c(OC)c2)S3)CC1	-7%	-10%	1.8%
Cc1cc(C(=O)N/N=C/c2ccc(N(C)C)o2)cs1	5%	5%	-0.6%
O=C(C1=C(O)C(=O)N(CCN2CCOCC2)C1c1cccc(Br)c1)c1cccs1 (stereo not given)	0%	0%	0.1%
O=C(COc1ccc(F)cc1)N(Cc1cccc(Br)c1)C1CCS(=O)(=O)C1 (stereo not given)	-1%	-4%	-0.1%
Cc1ccc(S(=O)(=O)NC(=O)Nc2c(C)cccc2C)cc1	-4%	4%	0.2%
O=C1CCN(Cc2ccccc2)CCN1CCOc1ccccc1	9%	6%	-1.9%
C=CCN(C(=O)c1csnn1)C(C(=O)NCc1ccc(F)cc1)c1cccs1 (stereo not given)	1%	8%	-0.4%
COc1ccc(CCn2nc(C)c([N+](=O)[O-])c2C)cc1	-1%	-3%	-0.5%
CC(=O)c1ccc(N2CCN(C(=O)CCS(=O)(=O)c3ccc4c(c3)CCN4C(C)=O)CC2)cc1	-8%	6%	-0.1%
COc1ccccc1NC(=O)NC1(C(=O)N2CCCCC2)CCCCC1	-2%	7%	-0.3%
CCc1ccc(C(C)NC(=O)c2ccncc2)cc1 (stereo not given)	0%	9%	-1.1%
NC(=O)C1CCN(C(=O)C2CCC(=O)N(CC3CCCCC3)C2)CC1 (stereo not given)	6%	-1%	0.3%
CC1=CC2=NC(=O)CC(C)(C(=O)N(CC(=O)NC3CCCC3)c3ccccc3F)N2C=C1 (stereo not given)	2%	3%	-0.3%
CC(=O)N1CCOc2ccc(S(=O)(=O)N3CCCC(C)C3)cc21 (stereo not given)	5%	-6%	0.2%
COc1ccc(N2C(=O)CC(C)(C)CC2=O)cc1OC	1%	-4%	-0.3%
Cc1ccc(C(=O)Nc2ccc(N3CCOCC3)c3nonc23)cc1[N+](=O)[O-]	2%	0%	-0.4%
O=C(CCCCCN1C(=O)c2cccc3cccc(c23)C1=O)NCCCO	-4%	-4%	0.0%
COc1cccc(CNC(=O)CCS(=O)(=O)c2ccc3c(c2)CC(C)N3C(=O)C2CC2)c1 (stereo not given)	-1%	-2%	0.1%
CC(=O)N/N=C(/C)c1ccc(NC(=O)c2csc(C)c2C)cc1	-1%	3%	0.0%
CNC(=O)CSc1nnc(NC(=O)C2CC(=O)N(c3ccccc3OC)C2)s1 (stereo not given)	-7%	-2%	0.9%

Sorted by heavy-atom count (descending): part of the list above.
SMILES	PhoP inhibition	SIAH1 antagonists	West Nile virus CPE
COc1ccc([C@@H]2[C@@H]3C(=O)N(C(C)(C)C)C(=O)[C@@H]3[C@]3(Cc4ccc(Cl)cc4)C(=O)N(c4cccc(Br)c4)C(=O)N23)cc1	-4%	1%	-1.0%
CCN1CCN(CCNC(=O)c2ccc3c(c2)NC(=O)/C(=C\c2ccc(OC)c(OC)c2)S3)CC1	-7%	-10%	1.8%
CC(=O)c1ccc(N2CCN(C(=O)CCS(=O)(=O)c3ccc4c(c3)CCN4C(C)=O)CC2)cc1	-8%	6%	-0.1%
COc1cccc(CNC(=O)CCS(=O)(=O)c2ccc3c(c2)CC(C)N3C(=O)C2CC2)c1 (stereo not given)	-1%	-2%	0.1%
COCCNC(=O)c1cccc(OC2CCN(Cc3ccccc3OC(F)F)CC2)c1	-3%	-4%	-1.0%
CCS(=O)(=O)N1Cc2ccccc2CC1C(=O)NCCc1c[nH]c2ccccc12 (stereo not given)	1%	1%	0.5%
COc1cccc(C(=O)Nc2nnc(CCS(=O)(=O)c3ccc(C)cc3)s2)c1	-19%	1%	0.1%
O=C(CCCCCN1C(=O)c2cccc3cccc(c23)C1=O)NCCCO	-4%	-4%	0.0%
COc1ccccc1NC(=O)NC1(C(=O)N2CCCCC2)CCCCC1	-2%	7%	-0.3%
NC(=O)C1CCN(C(=O)C2CCC(=O)N(CC3CCCCC3)C2)CC1 (stereo not given)	6%	-1%	0.3%
O=C(NCCNC(=O)c1cc(F)cc(F)c1)c1cc(F)cc(F)c1	-8%	3%	-0.1%
CC(=O)N/N=C(/C)c1ccc(NC(=O)c2csc(C)c2C)cc1	-1%	3%	0.0%
CCCNC(=O)CSc1n[nH]c(=O)n1CCc1ccccc1	2%	-2%	-0.8%
COc1ccc(N2C(=O)CC(C)(C)CC2=O)cc1OC	1%	-4%	-0.3%
CCc1ccc(C(C)NC(=O)c2ccncc2)cc1 (stereo not given)	0%	9%	-1.1%

Screening data (PubChem BioAssay)
